Assay outcomes (PubChem BioAssay)
BRCT inh red: BRCT-phosphoprotein interaction inhibition (red fluorophore) | Potency, µM (series often up to 76.9 µM), for the others: at the top dose activity change, negative = inhibition, actives largely listed as inhibitors | BRCT-phosphopeptide binding, red fluorescence polarization | P38398 | actives 0.03% (n = 75,000) | AID 892; note: % is set by controls: 0 for no effect and ±100 for the full control effect
Target sequence (P38398 whole entry, looked up): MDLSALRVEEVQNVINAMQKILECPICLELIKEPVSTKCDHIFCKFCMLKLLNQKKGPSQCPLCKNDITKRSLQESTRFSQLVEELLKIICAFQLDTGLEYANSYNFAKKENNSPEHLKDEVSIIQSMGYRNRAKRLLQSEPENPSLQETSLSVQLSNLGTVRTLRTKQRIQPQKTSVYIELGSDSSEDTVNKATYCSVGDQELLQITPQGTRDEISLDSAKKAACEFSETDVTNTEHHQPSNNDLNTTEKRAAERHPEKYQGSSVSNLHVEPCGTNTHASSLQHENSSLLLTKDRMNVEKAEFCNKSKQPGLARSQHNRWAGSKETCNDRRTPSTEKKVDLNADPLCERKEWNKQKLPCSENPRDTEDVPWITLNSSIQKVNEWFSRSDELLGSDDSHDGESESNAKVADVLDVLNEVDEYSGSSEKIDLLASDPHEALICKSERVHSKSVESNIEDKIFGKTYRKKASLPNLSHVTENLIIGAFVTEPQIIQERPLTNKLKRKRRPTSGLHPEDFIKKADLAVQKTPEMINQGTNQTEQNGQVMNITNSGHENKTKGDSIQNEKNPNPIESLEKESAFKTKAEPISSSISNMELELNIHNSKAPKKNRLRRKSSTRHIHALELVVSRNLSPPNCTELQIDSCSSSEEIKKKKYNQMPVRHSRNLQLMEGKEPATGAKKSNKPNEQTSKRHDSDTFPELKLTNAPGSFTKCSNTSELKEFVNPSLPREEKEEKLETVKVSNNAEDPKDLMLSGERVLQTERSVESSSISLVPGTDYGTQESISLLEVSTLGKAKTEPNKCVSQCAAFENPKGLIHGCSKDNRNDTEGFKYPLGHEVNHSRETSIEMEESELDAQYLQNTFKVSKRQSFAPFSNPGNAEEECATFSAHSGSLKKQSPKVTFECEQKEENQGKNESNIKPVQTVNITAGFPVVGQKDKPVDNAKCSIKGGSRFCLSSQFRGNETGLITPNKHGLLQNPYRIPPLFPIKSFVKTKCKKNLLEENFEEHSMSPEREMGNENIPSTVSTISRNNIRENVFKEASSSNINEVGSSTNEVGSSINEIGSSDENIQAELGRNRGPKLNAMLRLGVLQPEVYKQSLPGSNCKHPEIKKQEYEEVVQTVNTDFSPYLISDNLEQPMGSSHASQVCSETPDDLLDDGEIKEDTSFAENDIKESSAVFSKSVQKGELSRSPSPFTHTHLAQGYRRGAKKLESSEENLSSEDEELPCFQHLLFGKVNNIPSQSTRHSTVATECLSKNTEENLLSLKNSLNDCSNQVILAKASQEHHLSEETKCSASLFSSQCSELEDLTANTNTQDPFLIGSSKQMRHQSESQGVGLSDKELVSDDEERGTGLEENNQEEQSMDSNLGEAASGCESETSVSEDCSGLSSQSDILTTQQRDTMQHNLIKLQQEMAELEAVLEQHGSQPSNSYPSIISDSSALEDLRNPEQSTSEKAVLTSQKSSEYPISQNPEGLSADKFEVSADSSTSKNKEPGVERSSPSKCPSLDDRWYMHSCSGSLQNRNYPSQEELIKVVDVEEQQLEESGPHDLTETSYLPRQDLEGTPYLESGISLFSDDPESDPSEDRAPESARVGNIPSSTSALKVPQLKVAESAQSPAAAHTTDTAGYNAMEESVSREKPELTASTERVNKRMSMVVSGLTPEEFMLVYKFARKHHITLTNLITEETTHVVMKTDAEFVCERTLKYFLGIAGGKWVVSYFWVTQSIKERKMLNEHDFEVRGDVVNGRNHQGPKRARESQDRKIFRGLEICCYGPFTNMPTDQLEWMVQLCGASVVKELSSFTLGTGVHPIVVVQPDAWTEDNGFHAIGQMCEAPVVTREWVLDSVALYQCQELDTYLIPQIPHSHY
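Rhodamine-labelled pBACH1 10-mer (100 nM) bound to BRCT domain (100 nM) at pH 7.3; compounds incubated 12 min room temperature, polarization read. Free peptide defines full inhibition; unlabelled decapeptide titrated as control.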
Hsp90 Hop PPI: changes Hsp90-Hop TPR2A binding signal, up or down; AlphaScreen TPR2A-His6 binding biotin-Hsp90 C-terminal peptide; Potency, µM (highest dose often 57 µM), without a hit: top-dose activity change, negative = inhibition; actives 0.44% (n = 71,000); AID 595; active = well fitted curve in either direction with a large enough effect; inconclusive = small, poorly fitted or top-dose-only effect, or another doubt; note: potency is the fitted concentration of half-maximal effect; % is set by controls: 0 for no effect and ±100 for the full control effect; many of its hits are not listed in these tables
USP2a inh: USP2a (human) protease inhibition | AID 927 | Potency, µM (titrated, usually from 38.3 µM), for the others: at the highest dose activity change, negative = inhibition, actives largely listed as inhibitors | actives 0.1% (n = 60,000) | USP2a enzymatic assay, qHTS inhibition;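 note: potency is the fitted concentration of half-maximal effect; nearly all actives have a fitted effect of over 60% in size; plate controls were DMSO for no effect and NEM full inhibition control for full effect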
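Coupled readout: USP2-cleaved Ub-PLA2 (20nM final) turns over NBD C6-HPC (20uM final), Ex 460nm/Em 535nm after 2.5 h, time-zero read flagging artifacts. Enzyme (20nM final, pH 8.0 Tris) given 30 min RT with compound first; NEM defines full inhibition.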
HBB splicing: alters splicing of the hemoglobin beta chain | HBB splicing reporter cell assay, activation; EGFP reporter with mutant IVS2-654 intron; response scale: normalised to 500 nM splice-correcting PNA | Potency, µM (top dose mostly 46.1 µM), for the others: at the top dose activation, hits mostly activators | actives 0.06% (n = 65,000); note: potency is the fitted concentration of half-maximal effect; 0% is about no effect
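HeLa cells stably expressing EGFP interrupted by mutant beta-globin intron 2 (IVS2-654), 500/well in 2% FCS. Treated with compound for 2 days at 37C. Splicing correction scored as total well GFP intensity (488 nm excitation, 500-520 nm emission); 500 nM antisense PNA served as control.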
GFP derepression: derepresses silenced GFP locus in mouse C127i cells; actives 0.09% (n = 68,000); mouse C127i GFP locus derepression, cytometry, 30 h; AID 597; Potency, µM (doses to about 46.1 µM), inactives show top-dose GFP derepression (activation); note: % of control where 0% means no effect
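Read-out is the number of GFP-positive cells, scored as fluorescent objects 20 to 120 um wide, reflecting derepression of a silenced CMV-GFP reporter in murine C127i cells after 30 h compound exposure at 37 C.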
DNA Pol III inh: inhibitors of bacterial DNA polymerase III holoenzyme; reconstituted DNA polymerase III holoenzyme replication, biochemical; Potency, µM (top dose mostly 57.1 µM), without a hit: at the highest dose activity change, negative = inhibition; actives 0.25% (n = 71,000); AID 603; note: potency is the fitted concentration of half-maximal effect; % is set by controls: 0 for no effect and ±100 for the full control effect
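Reconstituted *E. coli* holoenzyme (0.35 nM Pol III, 1 nM beta, 154 nM SSB, 2 nM primase) was preincubated with compound for 15 min at RT. Synthesis on 1.4 nM ssM13Gori ran 35 min, then was stopped with PicoGreen/EDTA and read as dsDNA fluorescence.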
UbGFP stabilizer: proteasome inhibitors stabilizing ubiquitin-GFP reporter; Ubiquitin-GFP reporter cells, proteasome inhibition, GFP fluorescence; response scale: untreated = 0%, 10 µM MG-132 = 100%; Potency, µM (highest dose often 45.9 µM), for the others: at the highest dose activation (GFP accumulation), usual class: activators; 67,000 tested, under 10 active; active = well fitted activation curve with a large enough effect, not every such curve was filed as active; inconclusive = small, poorly fitted or top-dose-only effect, or another doubt; inactive = no such curve, though single readings can be large or run the other way; note: potency is the fitted concentration of half-maximal effect
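U2OS Ub(G76V)-GFP reporter; O/N plating, 0.5% FBS; cpd 46 uM–2.9 nM, 4 h, 37 °C; GFP+ cell count, 488/515 nm; norm. to basal vs 10 uM MG-132; CRC fit.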
CRE-bla Fsk: alters forskolin-stimulated CRE reporter signaling in CHO cells. actives 2.5% (n = 71,000). CHO CRE-bla reporter (cAMP response element driving beta-lactamase), forskolin EC10, beta-lactamase ratio. AID 662. Potency, µM (top dose mostly 38.2 µM), without a hit: at the highest dose activity change, negative = inhibition, hits mostly activators; active = well fitted activation curve with a large enough effect in the signal ratio, with a control signal flat, not every such curve was filed as active; inconclusive = small, poorly fitted or top-dose-only effect, or effect the other way, or a change in a side signal; the % refers to the signal ratio; note: potency is the fitted concentration of half-maximal effect; % of control where 0% means no effect
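Beta-lactamase reporter under a cAMP responsive element in CHO cells; compounds tested in titration series against EC10 NKH 477, 3 h at 37 °C. Read-out: CCF4 FRET ratio 460nm/530nm (excitation 405nm) giving %Activity, fitted to AC50.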
15-hLO inh: 15-hLO (ALOX15) enzyme inhibition; AID 887; Potency, µM (titrated, usually from 57.1 µM), inactives show top-dose activity change, negative = inhibition, usual class: inhibitors; purified 15hLO-1, xylenol orange hydroperoxide absorbance; actives 1.4% (n = 74,000); P16050; note: potency is the fitted concentration of half-maximal effect; % is set by controls: 0 for no effect and ±100 for the full control effect; nearly all actives have a fitted effect of over 55% in size
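Readout: Fe(III)-xylenol orange absorbance, 573-to-405 nm ratio as reaction progress. Enzyme 40 nM purified human 15hLO-1, substrate 50 uM arachidonic acid, 6 min RT after 15 min compound preincubation; Hepes pH 7.5 buffer with Triton X-100.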
BRCT PPI green: BRCA1 BRCT-phosphoprotein interaction inhibition | P38398 | BRCA1 BRCT-phosphopeptide binding, green fluorescence polarization | Potency, µM (highest dose often 76.9 µM), for the others: at the top dose activity change, negative = inhibition, actives largely listed as inhibitors | actives 0.05% (n = 75,000);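 note: potency is the fitted concentration of half-maximal effect; plate controls were peptide without protein for full effect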
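Compounds were incubated for 12 min at room temperature with a complex of 100 nM fluorescein-tagged pBACH1 decapeptide and 250 nM His-tagged BRCT protein. Buffer was phosphate pH 7.3 with EDTA, DTT and Tween 20. Disruption of binding lowers the polarization signal.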
HADH2 inh: blocks human hydroxyacyl-CoA dehydrogenase type II | Q99714 | recombinant HADH2, NADH fluorescence, beta-hydroxybutyryl-CoA | Potency, µM (titrated, usually from 57.1 µM), without a hit: at the highest dose activity change, negative = inhibition, hits mostly inhibitors | actives 3.4% (n = 73,000); note: potency is the fitted concentration of half-maximal effect; % is set by controls: 0 for no effect and ±100 for the full control effect; nearly all actives have a fitted effect of over 60% in size; many of its hits are not listed in these tables
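Activity measured as NADH fluorescence gain (360/450 nm), taken as the change between first and last reads of a 4-min kinetic run. Conditions: pH 9.0 Tris buffer, 20 nM E. coli-expressed His-tagged enzyme, 1 mM NAD+, 90 uM beta-hydroxybutyryl-CoA; 15-min compound preincubation.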
The depositor's hits bear a star; ? = inconclusive; nt = not tested or not shown; & = joins results of further samples; [ ] = remark or other dose. Unless noted, calls come from the whole dose curve; as a rule, active = well fitted curve in the direction sought with a large enough effect; inconclusive = small, poorly fitted or top-dose-only effect, or another doubt; inactive = no such curve, though single readings can be large; an effect the other way counts as inactive or inconclusive. This is a subset; rates above refer to the full screens.

cpd	molecule	BRCT inh red	Hsp90 Hop PPI	USP2a inh	HBB splicing	GFP derepression	DNA Pol III inh	UbGFP stabilizer	CRE-bla Fsk	15-hLO inh	BRCT PPI green	HADH2 inh
1	CCn1c(COc2ccccc2C)nnc1SCC(=O)NCc1ccccc1	-0.8%	0%	1%	nt	-3%	0%	-4%	0%	10%	-0.9%	5%
2	CC12CC[C@@H]3c4ccc(OS(=O)(=O)O)cc4CC[C@H]3C1CCC2=O (some centres not stated)	-0.2%[34.4 µM]	0%[26 µM]	-8%[17.1 µM]	0.4%[20.6 µM]	0%[20.6 µM]	-2%[25.6 µM]	1%[20.5 µM]	-2%[17.1 µM]	4%[25.6 µM]	0.9%[34.4 µM]	-1%[25.6 µM]
3	COc1ccc(CNC(=O)CN(CC2CCCO2)C(=O)CNS(=O)(=O)c2ccccc2)cc1 (configuration not stated)	-1.9%	1%	-2%	nt	-1%	4%	-3%	-5%	4%	-1.3%	4%
4	COc1cc2[nH]c(=O)n(CCCC(=O)NCCc3ccccc3)c(=O)c2cc1OC	-1.9%	-3%	4%	-0.6%	6%	-5%	-7%	?	4%	-1.1%	-7%
5	O=C(O)CS(=O)(=O)c1ccc(Oc2ccc(S(=O)(=O)CC(=O)O)cc2)cc1	0.5%	1%	-7%	2.3%	-3%	-5%	-2%	-7%	11%	-0.9%	3%
6	COC(=O)c1ccc(S(=O)(=O)N(Cc2cc3cc4c(cc3[nH]c2=O)OCO4)C2CCCCC2)cc1	-0.4%	0%	7%	nt	-4%	0%	-4%	-2%	0%	0.8%	9%
7	CC(=O)OC(C(=O)Nc1ccccc1)C(C)S(=O)(=O)c1ccccc1 (configuration not stated)	-2.0%	-2%	-20%	2.4%	2%	0%	-6%	-23%	1%	-1.6%	6%
8	C=CCn1c(SCC(=O)NCC2CCCO2)nnc1C1CCCCC1 (configuration not stated)	1.5%	-2%	-5%	2.3%	-1%	-13%	4%	?	3%	-2.7%	-10%
9	COC(=O)c1cc(=O)[nH]c(=O)[nH]1	-0.3%[15.4 µM]	-5%[11 µM]	nt	-0.3%[9.22 µM]	0%[9.22 µM]	-6%[11.4 µM]	-6%[9.17 µM]	11%[7.6 µM]	6%[11.4 µM]	-1.0%[15.4 µM]	0%[11.4 µM]
10	CCOC(=O)N1CCN(CC(=O)Nc2ccc(C)c(Br)c2)CC1	0.5%	0%	2%	0.1%[57.5 µM]	0%	2%	-4%	-6%	-19%	-0.1%	7%
11	CCOC(=O)c1ccc(NC(=O)N2CCN(S(C)(=O)=O)CC2)cc1	-0.3%	-1%	2%	-1.1%	4%	-4%	-7%	2%	2%	-7.1%	5%
12	CC(C)c1ccc(-c2nn[nH]n2)cc1	-0.8%	4%	-9%	2.0%	2%	-6%	10%	9%	5%	-1.8%	-2%
13	CC(=O)c1cccc(NC(=O)Nc2ccc3c(c2)N(C)C(=O)CS3)c1	0.3%	-3%	44%[activator]	-1.2%	0%	0%	7%	-11%	?	3.9%	-2%
14	C=CC(=C)CC(NC)c1ccccc1 (configuration not stated)	1.3%	-6%	-3%	2.2%	-1%	-3%	21%	?	18%	-0.2%	1%
15	N#CC(C#SN)=C1CCCCC1	-0.1%	-4%	7%	2.5%[57.5 µM]	-2%	-1%	0%	?	-14%	0.9%	?
16	COCCNC(=O)c1ccc(CS(=O)(=O)c2c(Cl)cccc2Cl)o1	0.6%	-9%	nt	1.3%	0%	-1%	-6%	-1%	5%	1.0%	-6%
17	Cc1cc2ncn(CC(=O)O)c2cc1C	-1.4%[15.4 µM]	-4%[11 µM]	nt	3.8%[9.22 µM]	2%[9.22 µM]	-14%[11.4 µM]	11%[9.17 µM]	-1%[7.6 µM]	0%[11.4 µM]	-1.7%[15.4 µM]	-2%[11.4 µM]
18	CC(C(=O)N1c2ccccc2Sc2ccccc21)n1nnc(-c2cccs2)n1 (configuration not stated)	-0.8%	5%	25%	6.1%	0%	-2%	-2%	?	10%	-0.3%	9%
19	CC(C)C(OC(=O)c1cc2sccc2n1C)C(=O)NCC1CCCO1 (configuration not stated)	-0.4%	-2%	0%	nt	-2%	5%	1%	-15%	-10%	-0.4%	-7%
20	NS(=O)(=O)c1cc2c(cc1Cl)NCNS2(=O)=O	-0.8%	-3%	1%	-2.0%	14%[20.6 µM]	7%	-6%[20.5 µM]	-6%	5%	1.6%	-7%
21	CCSc1nnc(NC(=O)C(CC)Oc2ccccc2)s1 (configuration not stated)	-1.9%	1%	3%	1.1%[57.5 µM]	0%	-1%	-4%	6%	6%	-3.3%	-6%
22	Clc1ccc(OCCCc2nc(-c3cccnc3)no2)c(Cl)c1	0.1%	26%	10%	0.5%[1.84 µM]	-2%	0%	6%	-7%	4%	1.0%	2%
23	Cn1cc(-c2nc3cnc(Oc4ccccc4)nc3n(C)c2=O)c2ccccc21	1.9%	-14%	?	-1.6%	5%[9.22 µM]	-6%	-5%	?	-15%	-3.7%	13%
24	O=C1C(C=Nc2ccccc2O)=C(O)c2ccccc21	-0.2%	-11%	-5%	0.4%	2%	-11%	-5%	?	-8%	-4.2%	-13%
25	O=C(CCSc1ccccc1)N1CCN(C(=O)c2ccco2)CC1	0.2%	0%	3%	-1.1%	-3%	-4%	8%	-10%	2%	-0.8%	1%
26	CCOC(=O)c1c(C)c(C(=O)NCCN2CCOCC2)c(C)n1CC	0.9%	-3%	5%	0.5%	0%	-5%	-1%	5%	13%	-1.0%	-1%
27	COc1ccc(Br)cc1-c1noc(-c2ccccc2)n1	1.0%	-4%	12%	1.2%	3%	-4%	3%	-1%	9%	0.6%	9%
28	CC(C)(C)NC(=O)C(c1ccco1)N(C(=O)Cn1nnc(-c2ccc(F)cc2)n1)c1cccc(F)c1 (configuration not stated)	0.4%	-3%	25%	nt	0%	-6%	-6%	-4%	-11%	-2.5%	2%
29	Cc1cc(=O)[nH]c(SCc2cc(Cl)ccc2OC(F)F)n1	-3.0%	1%	0%	-1.0%	-1%	-2%	-2%	12%	13%	-3.2%	9%
30	COC(=O)c1nc2cc(C)ccn2c1F	-1.0%	0%	nt	-0.4%	3%	-3%	15%	-5%	3%	-2.0%	-17%
31	COc1ccccc1O	-1.5%&0.3%&0.0%	-2%&-3%&-4%	nt	-0.6%&0.5%&-0.1%	nt	0%&-8%&-3%	nt	-18%&8%&-16%	-10%&4%&8%	-0.4%&-2.8%&-1.2%	-9%&-3%&-5%
32	CCOC(=O)N1CCN(C(=O)c2cnc(Nc3ccccc3OC)c3ccccc23)CC1	-2.6%	14%	15%	-1.2%	-2%	-5%	-3%	-3%	10%	0.7%	-7%
33	Cc1noc(C)c1C(=O)Nc1nnc(-c2ccccc2)s1	0.4%	-2%	4%	0.8%	3%	-7%	-16%	?	-6%	0.3%	-11%
34	Cc1ccc(CCN2CC(C(=O)NCCCN3CCOCC3)CC2=O)cc1 (configuration not stated)	2.0%	-3%	0%	-0.7%	-1%	0%	10%	?	8%	-2.7%	5%
35	CCOC(=O)N1CCC(NC(=O)c2ccc(CS(=O)(=O)c3ccc(OC)cc3)o2)CC1	-1.5%	-4%[2.3 µM]	nt	-0.1%	nt	-3%	-2%	4%	2%	-1.9%	6%
36	COc1ccccc1N1CCN(S(=O)(=O)c2ccc(Cl)s2)CC1	-1.4%	17%	-2%	3.3%	0%	-2%	-4%	-5%	-15%	-1.1%	3%

An excerpt from above in order of their number in 15-hLO inh, smallest number first:
entry	mol	15-hLO inh
11	CCOC(=O)c1ccc(NC(=O)N2CCN(S(C)(=O)=O)CC2)cc1	2%
12	CC(C)c1ccc(-c2nn[nH]n2)cc1	5%
34	Cc1ccc(CCN2CC(C(=O)NCCCN3CCOCC3)CC2=O)cc1 (configuration not stated)	8%
